Screening data from PubChem BioAssay.
IDE cell activ – activators of human insulin-degrading enzyme in cells; P14735; HEK cells, FAbeta-B cleavage, fluorescence polarization; 0% vehicle, 100% cell-free pure enzyme wells; activation, % at 5.96 µM; 0.073% of 340,000 active; AID 493087;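 active = activation above the mean of all tested compounds plus 3 SD, set per screening campaign, cut at about 17% in these data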
PfM18AAP inh – blocks P. falciparum M18 aspartyl aminopeptidase | inhibition, % at 7.35 µM | 1.2% of 290,000 active | recombinant PfM18AAP, H-Glu-NHMec fluorogenic cleavage;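 active = inhibition above the campaign mean inhibition over all tested compounds plus 3 SD, cut at about 28% in these data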;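 also: 0% = plate median of test compound wells and 100% = 2 mM ZnCl2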
IDE inh – cellular human IDE inhibition | P14735 | HEK cells, FAbetaB cleavage, fluorescence polarization | 0.41% of 320,000 active | inhibition, % at 5.59 µM;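 active = percent inhibition above the average of all tested compounds plus 3 SD, set per screening campaign, cut at about 16% in these data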;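 also: IDE supplied by intact live HEK cells; FP after avidin binding of uncleaved biotin substrate so inhibition keeps polarization high; 0% = DMSO wells and 100% = 60 µM reference IDE inhibitor Ii1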
DNA FID counter – displaces DNA intercalator in HCV helicase counter-screen; inhibition, % at 7.9 µM; 0.17% of 290,000 active; DNA fluorescent intercalator displacement, fluorescence; AID 1845; in the data active = inhibition above about 37%;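 also: 0% = vehicle and 100% = reference compound; higher means more ethidium bromide displaced from hairpin DNA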
IMP-1 inh – blocks Pseudomonas aeruginosa IMP-1 metallo-beta-lactamase | purified IMP-1, nitrocefin hydrolysis, epi-absorbance fluorescence | inhibition, % at 5.6 µM | 0.45% of 290,000 active | AID 1556;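 active = inhibition above the mean plus 3 SD of all compounds in the same screening run, cut at about 4.5% in these data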;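 also: 0% = IMP-1 with DMSO and 100% = DMSO wells lacking enzyme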
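System: purified recombinant IMP-1 beta-lactamase. Medium: Zinc- and detergent-supplemented HEPES buffer, pH 7.1. Compound: one 5.6 µM dose […]. Schedule: 15 min preincubation plus 25 min reaction at 25 °C. Technique: Epi-absorbance fluorescence, 480 nm excitation, 530 nm emission.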
VIM-2 inh – inhibitors of Pseudomonas aeruginosa VIM-2 metallo-beta-lactamase. inhibition, % at 5.6 µM. AID 1527. 0.89% of 290,000 active. purified VIM-2, nitrocefin hydrolysis, epi-absorbance fluorescence;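 active = inhibition above the mean of all tested compounds plus 3 SD, cutoff set per screening run, cut at about 7.5% in these data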;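 also: red hydrolysis product quenches plate fluorescence so inhibitors raise well fluorescence; 0% = enzyme with DMSO and 100% = DMSO without enzyme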
NS3 helicase inh – HCV NS3 helicase inhibition. inhibition, % at 10.9 µM. NS3 helicase DNA unwinding, Cy5 molecular beacon fluorescence. 0.56% of 290,000 active;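 active = inhibition above the mean of all tested compounds plus 3 SD, set per campaign, cut at about 35% in these data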;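 also: 0% = DMSO wells and 100% = thioflavine S control wells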
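Material: hepatitis C virus NS3 helicase domain fragment enzyme; measured by: Cy5 fluorescence, 0 and 60 min reads; control set: DMSO and thioflavine S; incubation: 60 min unwinding reaction at 25 °C after ATP addition; read-out basis: % inhibition from 60/0 min fluorescence ratio, DMSO 0%, thioflavine S 100%; repeats: singlicate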
p-CIP stab down – compounds decreasing mouse p/CIP protein stability; Q05BA5; F442A p/CIP-EGFP cells, EGFP fluorescence, 16 h; decrease of EGFP signal, % at 10 µM; 0.01% of 290,000 active;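 active = EGFP signal decrease of at least 30% at 10 µM or well 3 SD below plate mean, unless failing retest; inactive = the rest, including hits failing retest or dose response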; also: some compounds called inactive have numbers as strong as hits; many of its hits are not listed in these tables
UBC9 SUMO inh – inhibitors of human SUMOylation (UBC9) | P63279 | HTRF SUMOylation assay, SAE1/SAE2 + UBC9, in vitro | inhibition, % at 35 µM | 0.36% of 290,000 active; in the data active = inhibition above about 50%, passing the limit was not always enough; also: strong numbers were not always called active
Target sequence (P63279 whole entry, looked up): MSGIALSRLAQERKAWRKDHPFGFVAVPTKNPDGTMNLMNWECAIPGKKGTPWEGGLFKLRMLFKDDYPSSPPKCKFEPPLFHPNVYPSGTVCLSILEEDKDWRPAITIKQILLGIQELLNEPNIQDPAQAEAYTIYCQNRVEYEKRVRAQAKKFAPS
The depositor's hits bear a star; / = not tested or not shown. Random draw from the library. Share with any hit: about 3.6%.

SMILES | IDE cell activ | PfM18AAP inh | IDE inh | DNA FID counter | IMP-1 inh | VIM-2 inh | NS3 helicase inh | p-CIP stab down | UBC9 SUMO inh
CCc1ccc(CN2CCC(n3nccc3NC(=O)Cc3ccccc3)CC2)o1 | 2 | -5 | / | 3 | -2.4 | -3.5 | -6 | -8 | -1
CCOc1ccc(NC(=S)NCc2ccc3c(c2)OCO3)cc1 | 8 | 3 | -5 | -27 | -3.4 | -2.2 | 8 | -4 | -19
Clc1ccc(/C=C/c2nc3ccccc3[nH]2)c(Cl)c1 | -1 | -7 | 5 | 6 | -3.7 | -1.6 | -4 | -10 | -12
COc1cc(Cl)ccc1OCc1cc(C(=O)N2C[C@]3(C)C[C@H]2CC(C)(C)C3)no1 | -3 | -6 | -2 | -40 | -1.4 | -2.7 | -10 | -4 | -10
Cc1nc(-c2ccc(NS(C)(=O)=O)cc2)cs1 | -1 | -10 | 0 | 1 | -0.6 | 0.5 | -4 | -1 | 10
COc1ccc(-c2cc(C)no2)cc1S(=O)(=O)NCc1ccc(OC(C)C)cc1 | 0 | 3 | 6 | -26 | -3.7 | -2.7 | 1 | 6 | -4
O=C(CSc1nn(-c2ccc(Cl)cc2)c(=S)s1)N1CCN(C(=O)c2ccco2)CC1 | -2 | -11 | 9 | -16 | -4.6 | -1.6 | 5 | 6 | -8
Cn1c(Cn2c(=O)sc3ccccc32)nnc1SCC(=O)Nc1cccc(Cl)c1 | -3 | 0 | -3 | 2 | -0.1 | 1.3 | -3 | 7 | -16
Cc1nc(CS(=O)(=O)c2ccccc2)cc(Sc2ccc(Cl)cc2Cl)n1 | 2 | -7 | 1 | -27 | -0.9 | 0.9 | -7 | -9 | -4
Nc1nc(NCC2CCCO2)nc(Nc2ccccc2)c1[N+](=O)[O-] (stereo not given) | 0 | -3 | 10 | 1 | -1.6 | -2.2 | 3 | -6 | 1
Cc1nn(CCOc2ccccc2)c(=O)n1-c1ccccc1F | 4 | -4 | -1 | -5 | 0.1 | -1.3 | 10 | -9 | 7
O=c1c2c3c(sc2[nH]c(=S)n1Cc1ccco1)CCC3 | 1 | 14 | -1 | -16 | -4.2 | -3.4 | 11 | -6 | 41
COCCNC(=O)c1onc(CSc2ccc(F)cc2)c1C(=O)NCCOC | 3 | / | -1 | / | / | / | / | -6 | -6
CC(=O)NC(c1ccccc1)c1cc([N+](=O)[O-])c2cccnc2c1O (stereo not given) | -5 | 16 | 13 | -15 | -4.7 | -2.1 | 6 | -24 | 7
CCN(CC)Cc1c(O)c(Cl)cc2c(C)cc(=O)oc12 | 6 | 6 | / | -8 | -2.1 | -1.8 | 5 | -14 | 28
COC(=O)c1sccc1NC(=O)CSc1ccc(Cl)cc1 | 3 | -5 | 7 | -7 | -0.5 | -1.2 | -8 | -12 | -15
O=C(C1=C[C@H](c2ccc(C(F)(F)F)cc2)C[C@H](OCCCCO)O1)N1CCN(Cc2ccccc2)CC1 | -3 | 2 | 13 | -31 | -1.2 | -1.7 | 0 | 0 | 6
COCC1CCCCC1OS(N)(=O)=O (stereo not given) | 1 | 4 | 2 | -6 | -2.9 | -2.0 | 0 | -2 | -2
O=C(Nc1ccc(Br)cc1)c1ccc(Br)c(S(=O)(=O)Nc2cccnc2)c1 | 0 | -12 | 5 | 2 | 0.1 | 0.1 | 2 | 1 | 4
OCCC1CN(Cc2nc3ccccc3s2)CCN1CCc1ccccc1 (stereo not given) | 1 | -5 | 1 | -5 | -4.0 | -1.1 | -11 | -4 | -9
CC(=O)Nc1c(Cl)n(C(C)=O)c2ccccc12 | 0 | -2 | 3 | 0 | -1.8 | -3.6 | -1 | 15 | -10
CC1=CC2=NC(=O)CC(C)(C(=O)N(CC(=O)NC3CCCC3)Cc3ccccc3)N2C=C1 (stereo not given) | 3 | 0 | 5 | -8 | -4.7 | -3.0 | 6 | -3 | 9
O=C(COC(=O)CCC(=O)c1cccs1)NC(=O)c1ccc(OC(F)F)cc1 | 4 | 3 | 8 | 2 | 4.8* | -2.2 | -23 | 1 | -13
Cc1cc2cc(CNC(=O)c3ccc(Br)o3)ccc2n1C | -2 | / | 3 | / | / | / | / | -5 | -7
Cc1ccc(NC(=O)CSc2nnc(-c3cccs3)o2)cc1S(=O)(=O)N(C)C | / | 4 | 3 | -10 | -1.8 | 0.5 | -6 | -18 | 0
SMILES | IDE cell activ | PfM18AAP inh | IDE inh | DNA FID counter | IMP-1 inh | VIM-2 inh | NS3 helicase inh | p-CIP stab down | UBC9 SUMO inh
O=C(c1cc(N2CCCCC2)nc2ccccc12)N1CCOCC1 | 5 | 6 | -7 | -20 | -0.9 | -2.1 | 13 | -21 | 29
CC(=O)N1CCc2cc(S(=O)(=O)CCC(=O)N3CCN(c4ccccc4F)CC3)ccc21 | -6 | -4 | 3 | -42 | -1.3 | -0.5 | 35 | -4 | 14
Cc1ccc(NC(=S)N(C)N)cc1Cl | 2 | 7 | 9 | -2 | -2.3 | -1.4 | -1 | 10 | -5
COc1ccc([N+](=O)[O-])cc1NC(=O)CCSCCc1ccccn1 | 9 | -22 | -6 | 0 | 0.7 | 3.1 | 17 | 6 | 13
CC(=O)Oc1ccccc1/C=C/c1ccc2ccccc2[n+]1C | 4 | 3 | -1 | 3 | -0.5 | 1.4 | -14 | 11 | 6
CCOC(=O)CN(c1cc([N+](=O)[O-])ccc1OC)S(C)(=O)=O | 2 | 1 | -4 | -1 | -2.7 | -3.1 | -3 | 4 | 24
O=C(c1cccs1)N1CCN=C1SCc1ccccc1F | 4 | 0 | 4 | 9 | -2.4 | -1.7 | 4 | 0 | 2
O=C(Cn1cnc2sc3c(c2c1=O)CCCC3)NCC(=O)Nc1c(F)cccc1F | -5 | 6 | 5 | -24 | -3.6 | -2.1 | 4 | -4 | 5
CCCn1c(O)c(N=NC(=O)CNC(=O)Cc2ccc(OC)cc2)c2ccccc21 | 4 | 1 | 4 | -21 | -1.6 | 1.5 | 16 | 4 | 1
S=C1SCN(Cc2ccccc2)CN1Cc1ccccc1 | -3 | 4 | / | -13 | -4.1 | -2.0 | -1 | 3 | -8
CC(C)OC(=O)c1cc2c(ccn2C)n1CC(=O)N(Cc1ccccc1)c1ccccc1 | 5 | 2 | 0 | -32 | -1.1 | -3.8 | 8 | -8 | 11
COc1ccc(NC(=O)CC2C(=O)N(c3ccc(Cl)cc3)C(=S)N2CCc2ccncc2)cc1 (stereo not given) | -6 | -9 | 0 | -1 | -2.2 | -0.9 | -32 | -12 | 7
COc1ccc(CCNC(=O)C2CCC(=O)N(C3CCCCCC3)C2)cc1 (stereo not given) | 5 | -3 | 5 | -37 | 0.0 | -1.1 | -6 | 7 | -11
COc1ccc(NC(=O)/C(=C/c2ccc(OC(C)=O)c(OC)c2)NC(C)=O)cc1 | -6 | -4 | 6 | -8 | -1.7 | -0.8 | -4 | 6 | 8
COc1cc(NC(=O)C23CC4CC(C2)CC(n2nnc(C)n2)(C4)C3)c(OC)cc1Cl | 0 | 10 | -2 | -2 | -1.9 | -3.5 | 2 | -3 | 17
Cc1coc(NC(=O)CSc2nc(-c3ccncc3)cc(C(F)(F)F)c2C#N)n1 | 1 | 6 | -2 | -3 | -5.1 | -5.4 | 3 | -13 | 13
O=C(Nc1cccc2c1C(=O)NC2=O)c1ccccc1[N+](=O)[O-] | 3 | -3 | -3 | 1 | -1.1 | -4.2 | 10 | 2 | 23
CC(=O)OC1=Cc2c(ccc3ccc(=O)oc23)OC1(C)C | 1 | -4 | -1 | -10 | -4.3 | -5.2 | 1 | -6 | 17
COCCNC(=O)c1ccc(-n2c(SCc3ccncc3)nc3ccccc3c2=O)cc1 | -1 | 3 | 0 | -27 | -1.7 | -3.8 | 3 | 1 | -1
O=c1cc(-c2ccco2)nc(SCc2cccc(Cl)c2)[nH]1 | 1 | 4 | 0 | -20 | -1.1 | 0.2 | 45* | -13 | 19
CN(C(=O)c1cccc(C#N)c1)c1nnc(-c2ccncc2)s1 | 6 | -3 | / | 1 | -0.5 | -1.1 | -3 | -12 | 26
O=C1Nc2ccccc2C1(O)C/C(=N/O)c1ccccc1 (stereo not given) | -2 | -4 | 1 | -1 | -2.8 | -4.4 | 0 | -30 | 14
COC(Cn1c(C)c(C(C)=O)c(C(C)=O)c1C)OC | 2 | 0 | 1 | -3 | -1.5 | -1.6 | 1 | -11 | 6
COc1ccc(C(=O)NCCNc2ccc([N+](=O)[O-])cc2)cc1OC | 2 | 1 | -1 | -1 | -1.2 | -1.2 | -4 | 9 | 7
CCC(C)NC(=O)COCc1cc(-c2ccc3c(c2)OCO3)on1 (stereo not given) | 1 | 3 | 2 | -20 | -3.8 | -3.5 | 0 | -1 | 6
COC(=O)c1sc2nc(CN3CCN(c4ccc(OC)cc4)CC3)[nH]c(=O)c2c1C | 0 | 0 | 1 | -4 | -1.6 | -1.5 | 4 | -8 | 3
COc1cc2nc(NC(=O)c3ccco3)sc(=O)c2cc1OC | 2 | -6 | -11 | -4 | 0.3 | -0.5 | 3 | 0 | 21

7 neighbouring compounds already listed, for reference:
SMILES | IDE cell activ | PfM18AAP inh | IDE inh | DNA FID counter | IMP-1 inh | VIM-2 inh | NS3 helicase inh | p-CIP stab down | UBC9 SUMO inh
CC(C)OC(=O)c1cc2c(ccn2C)n1CC(=O)N(Cc1ccccc1)c1ccccc1 | 5 | 2 | 0 | -32 | -1.1 | -3.8 | 8 | -8 | 11
COc1ccc(NC(=O)CC2C(=O)N(c3ccc(Cl)cc3)C(=S)N2CCc2ccncc2)cc1 (stereo not given) | -6 | -9 | 0 | -1 | -2.2 | -0.9 | -32 | -12 | 7
COc1ccc(CCNC(=O)C2CCC(=O)N(C3CCCCCC3)C2)cc1 (stereo not given) | 5 | -3 | 5 | -37 | 0.0 | -1.1 | -6 | 7 | -11
COc1ccc(NC(=O)/C(=C/c2ccc(OC(C)=O)c(OC)c2)NC(C)=O)cc1 | -6 | -4 | 6 | -8 | -1.7 | -0.8 | -4 | 6 | 8
COc1cc(NC(=O)C23CC4CC(C2)CC(n2nnc(C)n2)(C4)C3)c(OC)cc1Cl | 0 | 10 | -2 | -2 | -1.9 | -3.5 | 2 | -3 | 17
Cc1coc(NC(=O)CSc2nc(-c3ccncc3)cc(C(F)(F)F)c2C#N)n1 | 1 | 6 | -2 | -3 | -5.1 | -5.4 | 3 | -13 | 13
O=C(Nc1cccc2c1C(=O)NC2=O)c1ccccc1[N+](=O)[O-] | 3 | -3 | -3 | 1 | -1.1 | -4.2 | 10 | 2 | 23
